Compound activity from PubChem BioAssay.
ERAP1 inh: ERAP1 (human) enzyme inhibition; Q9NZ08; recombinant ERAP1, Leu-AMC fluorescence, 60 min; inhibition, % at 10.7 µM; 340,000 tested, 0.15% active; AID 652197;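 active means mean replicate inhibition of at least 30%, or all replicates individually reaching that 30% level; inactive means mean below 30% and not every replicate reaching it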;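 further: 0% = neutral control wells and 100% = L-leucinethiol positive control wells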
PGC1a acetyl inh: lowers PGC1a acetylation signal in U2OS cells; AlphaScreen anti-acetyl-lysine; with virally co-expressed GCN5 acetyltransferase; inhibition, % at 15.6 µM; 350,000 tested, 0.17% active; AID 651687;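 active means every replicate shows inhibition of at least 40%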;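 further: 0% = neutral control wells and 100% = positive control wells; some results beyond the cut were filed as inactive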
E-sel inducer: induces E-selectin expression in human endothelial cells. P16581. HUVEC E-selectin immunofluorescence imaging; normalized: neutral wells 0, TNF-alpha wells 100. activation, % at 7.58 µM. 260,000 tested, 0.37% active. AID 686992;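 active means mean E-selectin-positive cell signal at least 10% of the positive control, reached in at least 60% of replicates, without over 20% cell loss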;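 further: in these data hits start at about 27%; measured in HUVEC primary endothelial cells; signal is the percent of cells scored E-selectin positive by PE staining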
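Assay system: HUVEC, human umbilical vein endothelial cells / Amount: 3,000 HUVEC/well / Controls: TNF-alpha positive control, DMSO neutral control / Compound dosing: single concentration / Medium: EGM-2 over gelatin coat / Evaluation: percent E-selectin-positive cells / Signal: immunofluorescence imaging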
PglD inh: PglD (C. jejuni) enzyme inhibition; AID 602405; inhibition, % at 12.5 µM; 360,000 tested, 0.098% active; purified PglD enzyme, DTNB colorimetric CoA detection; in the data active means inhibition above about 16%, passing the limit was not always enough; further: strong numbers were not always called active
Cneo AK release: causes C. neoformans cell lysis | adenylate kinase release luminescence, 4 h; normalised: neutral wells 0, clomiphene wells 100 | lysis activity, % at 15 µM | 360,000 tested, 0.2% active;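 active means mean lysis activity across replicates of at least 80%, whatever share of replicates individually reach that level; inactive means mean lysis activity below 80%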
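Assay system: C. neoformans cells. Amount: yeast cell density of 5 × 10^6 cells/mL. Technique: AK luminescence. Buffer or medium: YPD. Times: static 4 h at 37 °C with compound, 1 h detection. Dosing: single-point compound dose. Read-out: lysis from increased AK signal.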
RAD54 branch: RAD54 (human) branch migration inhibition; Q92698; RAD54 Holliday junction branch migration, FAM/BHQ fluorescence; inhibition, % at 10.4 µM; 360,000 tested, 0.14% active; AID 602329;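 active means mean normalized replicate activity at least 40 and at least half of replicates scoring 40 or more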;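 further: 0% = median of neutral control wells and 100% = median of positive control wells; inhibitors cause a drop in the FAM fluorescence signal; in these data hits start at about 50%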
Target sequence (Q92698 whole entry, looked up): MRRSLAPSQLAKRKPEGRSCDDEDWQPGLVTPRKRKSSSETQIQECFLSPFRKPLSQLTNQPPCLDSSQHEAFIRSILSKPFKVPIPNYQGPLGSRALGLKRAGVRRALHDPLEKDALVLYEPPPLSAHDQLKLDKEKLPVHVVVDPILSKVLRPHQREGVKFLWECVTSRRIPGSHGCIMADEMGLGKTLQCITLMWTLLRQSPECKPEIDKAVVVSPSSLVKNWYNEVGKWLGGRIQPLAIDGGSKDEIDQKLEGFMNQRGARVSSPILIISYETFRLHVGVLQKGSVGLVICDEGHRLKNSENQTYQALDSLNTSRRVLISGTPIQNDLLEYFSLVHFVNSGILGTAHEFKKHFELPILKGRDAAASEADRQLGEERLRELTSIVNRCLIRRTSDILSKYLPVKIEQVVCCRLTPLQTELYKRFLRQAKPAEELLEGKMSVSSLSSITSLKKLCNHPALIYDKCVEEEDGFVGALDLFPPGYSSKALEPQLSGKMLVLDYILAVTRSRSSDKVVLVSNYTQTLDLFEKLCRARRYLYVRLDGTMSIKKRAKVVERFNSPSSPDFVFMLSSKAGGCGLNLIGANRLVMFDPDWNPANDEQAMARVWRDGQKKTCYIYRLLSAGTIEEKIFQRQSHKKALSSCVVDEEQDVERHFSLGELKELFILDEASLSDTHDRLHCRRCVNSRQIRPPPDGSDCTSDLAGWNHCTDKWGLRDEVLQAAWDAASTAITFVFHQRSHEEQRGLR
RAD52 inh: inhibitors of human RAD52 DNA annealing. inhibition, % at 18.7 µM. P43351. recombinant RAD52 DNA annealing, FRET fluorescence. 360,000 tested, 0.46% active;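 active means every replicate showing at least 50% inhibition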
miR122 inh: blocks miR-122 activity in Huh7 sensor cells | Huh7 miR-122 Renilla luciferase sensor, 48 h; neutral wells = 0, positive control = 100 | activation (reporter increase), % at 12.5 µM | 340,000 tested, 0.3% active;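 active means mean replicate activation score at least 90 and every replicate individually at or above 90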;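 further: higher luciferase means less miR-122 activity so hits act as miR-122 inhibitors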
Active calls of the source: *; nt = no result given; [ ] = remark or other dose. Outcome played no part in choosing rows, and some 1.4% of all compounds hit somewhere here.

SMILES	ERAP1 inh	PGC1a acetyl inh	E-sel inducer	PglD inh	Cneo AK release	RAD54 branch	RAD52 inh	miR122 inh
O=C(C[C@H]1C[C@H]2c3cc(NC(=O)Nc4ccccc4)ccc3O[C@H]2[C@@H](CO)O1)NCc1cccc(F)c1	-4	-3	0.3	0	2	-2	1	9[16.7 µM]
O=C(Cn1c(=O)oc2ccccc21)c1ccccc1	nt	-10	nt	0	-5	-9	nt	1
CCOc1cc(/C=C2\C(=N)N3N=C(CC)SC3=NC2=O)ccc1OCCOc1ccc(NC(C)=O)cc1	1	5	0.3	6	1	-4	-2	nt
CCC(=O)Nc1ccc2c(c1)C(=O)N(C)[C@H]1CC[C@H](CC(=O)NCC3CCCCC3)O[C@H]1CO2	1	1	0.1	0	1	10	-6	18[16.7 µM]
O=C(C[C@H]1C[C@H]2c3cc(NS(=O)(=O)c4ccc(F)cc4)ccc3O[C@H]2[C@H](CO)O1)N1CCOCC1	2	1	0.1	-2	-2	1	-9	0[16.7 µM]
COc1ccccc1CN1[C@@H]2Cn3c(cccc3=O)[C@H]1[C@@H](C(=O)N1CCc3ccccc3C1)[C@@H]2CO	1	1	-0.2	0	-2	-2	3	6[16.7 µM]
COc1cccc(NC(=O)CSc2ncc(S(=O)(=O)c3ccccc3)c(=O)[nH]2)c1	-1	6	-0.4	-4	1	nt	-11	-5
CN(C)/C=C1/C(=O)Nc2ccccc21	nt	6	nt	-2	-1	8	nt	-4
COC(=O)C1(C)CCCC2(C)C3CCC(C(C)C)C(CO)C3C(CO)CC12 (stereo not given)	-2	-3	-1.1	-5	-5	-10	-13	0
O=C(NCC(O)c1ccc([N+](=O)[O-])cc1)c1cccc(S(=O)(=O)N2CCCC2)c1 (stereo not given)	-3	0	0.1	nt	nt	nt	-12	nt
CC(C)CCN1CCC(N)=NC1=O	2	-5	3.0	nt	nt	nt	-15	nt
COc1ccccc1C=NNC(=O)C(=O)NN=Cc1ccccc1OC	-1	6	0.0	0	6	0	-6	-1
Cc1ccc(SCC(=O)OCC(=O)N(C)CC(=O)Nc2ccc(F)cc2)cc1	-5	1	0.2	-3	1	-7	-8	1
CCCn1cc(SCC(=O)NCc2ccco2)c2ccccc21	nt	-30	nt	6	-5	1	nt	-1
Cc1ccc(OCCOc2ccc(Br)cc2/C=N\NC(N)=O)cc1	-1	-6	0.1	9	11	2	-16	-13
CC(C)(C)OC(=O)N[C@H](Cc1ccccc1)C(=O)N1CCC(C(=O)O)CC1	nt	2	nt	9	3	-5	nt	-9
CCN(C(=O)CSc1ccc2c(c1)OCCO2)C1CCS(=O)(=O)C1 (stereo not given)	nt	nt	nt	3	-3	-13	nt	-9
O=C(CSc1nnc(Cn2cnc3ccccc32)o1)Nc1cccc2ccccc12	nt	2	nt	0	-2	9	nt	0
O=C(CCN1CCOCC1)NNC(=O)c1ccc([N+](=O)[O-])cc1[N+](=O)[O-]	1	5	0.4	-5	-1	-9	-14	-9
O=C(C[C@@H]1CC[C@@H]2[C@H](COC[C@@H](O)CN2S(=O)(=O)c2cccc(F)c2)O1)NCCCN1CCOCC1	-1	-3	-0.1	-2	2	1	-5	0[16.7 µM]
C/C(=N/NS(=O)(=O)c1ccc(Br)cc1)c1c[nH]c2ccccc12	3	3	-1.6	2	4	3	-17	-4
CC(=O)N(C)C[C@@H]1Oc2cc(C#CCN(C)C)ccc2S(=O)(=O)N([C@H](C)CO)C[C@H]1C	-3	16	-0.3	4	1	-3	-8	-4[16.7 µM]
COc1ccc(Oc2cccc(Cl)c2CNC(=O)CCCC(=O)O)cc1	-1	4	nt	-7	-2	-3	-13	4
Cc1ccc(-c2ccc3c(c2)O[C@H](CN(C)C(=O)Nc2ccccc2)[C@H](C)CN([C@@H](C)CO)S3(=O)=O)cc1	nt	2	0.2	-4	56	5	6	nt
CC1(C)Cc2cccc(OCC(O)CN3CCN(c4ccccn4)CC3)c2O1 (stereo not given)	nt	35	nt	-9	2	-8	nt	-10
Carrying on.
SMILES	ERAP1 inh	PGC1a acetyl inh	E-sel inducer	PglD inh	Cneo AK release	RAD54 branch	RAD52 inh	miR122 inh
COc1ccccc1N(C)S(=O)(=O)c1ccc(C(=O)OCC(=O)NCc2cccs2)cc1	3	10	nt	2	1	-13	-2	nt
Cc1cccc(CNc2ccc(C(CC(N)=O)NC(=O)c3ccccc3)cc2[N+](=O)[O-])c1 (stereo not given)	nt	nt	0.6	1	2	-12	-9	22
CC(C)CC#Cc1cnc2c(c1)C(=O)N([C@@H](C)CO)C[C@H](C)[C@H](CN(C)Cc1ccc(C(=O)O)cc1)O2	-1	11	0.0	-2	6	0	0	4[16.7 µM]
C[C@@H]1CN([C@@H](C)CO)C(=O)c2cc(C#CCc3ccccc3)cnc2O[C@H]1CN(C)Cc1cccnc1	-3	4	0.6	2	1	-4	-9	-11[16.7 µM]
Brc1ccc(-c2cnc(-c3cccs3)o2)cc1	nt	nt	nt	-3	-1	0	nt	1
COc1cc(Cl)ccc1OCc1cc(C(=O)N2CCCC(OC)C2)no1 (stereo not given)	7	nt	-0.3	-1	2	1	-2	3
COc1cc2ccc(C=O)cc2cc1OC	0	4	0.1	-5	1	7	-1	-2
COCCNC(=O)C[C@@H]1C[C@H]2c3cc(NC(=O)Nc4ccccc4F)ccc3O[C@H]2[C@@H](CO)O1	nt	-3	0.2	6	1	14	nt	7[16.7 µM]
COc1ccc(NS(=O)(=O)c2cccc(C(=O)NCCCn3ccnc3)c2)cc1	-3	-12	6.5	-3	-1	1	-2	-7
CCc1cc(-c2nnc(SCC(=O)NC3CC3)n2C)cs1	5	7	0.0	2	1	-11	-10	-3
C[C@@H]1CN([C@H](C)CO)C(=O)CCCn2cc(nn2)CO[C@H]1CN(C)Cc1ccc(O)cc1	-4	8	0.1	nt	-4	nt	10	10[16.7 µM]
CCCOc1ccc(/C=N\NC(=O)CCc2n[nH]c(=O)[nH]c2=O)cc1OC	-5	-1	0.0	13	0	-5	2	2
COc1cc(OC)c2ccc(=O)oc2c1C(CCN1CCCCC1)c1ccc(N(C)C)cc1 (stereo not given)	nt	nt	0.3	2	2	-2	nt	-10
COc1ccc(-c2onc(C)c2C)cc1S(=O)(=O)NCCc1ccco1	-2	15	nt	-5	-1	9	-36	23
CCc1ccc(NC2=NCC(c3ccccc3)S2)cc1 (stereo not given)	-4	2	0.4	nt	nt	nt	-17	nt
Cc1cc2nc(N3CCN(C(=O)c4cccs4)CC3)sc2cc1C	0	nt	-0.2	-2	36	-1	-2	-3
CCCCCC(=O)NNC(=O)Cc1ccc([N+](=O)[O-])cc1	-2	10	4.4	0	-1	0	-5	1
CCC(C)Nc1nc(OCC(F)(F)F)nc(OCC(F)(F)F)n1 (stereo not given)	nt	0	nt	0	1	2	nt	-5
Cc1ccc2c(c1)cc(CN(Cc1ccco1)C(=O)COc1ccccc1)c1nnnn12	nt	-3	nt	3	4	-12	nt	-10
COc1ccc(S(=O)(=O)N2CCCC2)c2ccccc12	1	nt	-0.2	0	1	-5	-18	nt
COc1ccc(-c2cc(C(=O)Nc3ccc(C)cc3)no2)cc1	nt	10	nt	3	-1	15	nt	1
C/C=C/c1ccc2c(c1)O[C@@H](CN(C)CC1CCCCC1)[C@@H](C)CN([C@@H](C)CO)S2(=O)=O	1	-7	0.4	0	1	2	7	11[16.7 µM]
Cc1ccc(S(=O)(=O)N(C)C[C@H]2OCCCC[C@H](C)Oc3ccc(N(C)C)cc3C(=O)N([C@@H](C)CO)C[C@@H]2C)cc1	-6	1	0.0	10	3	-3	5	17[16.7 µM]
COCC(=O)Nc1ccc2c(c1)C(=O)N(C)C[C@@H](OC)[C@H](C)CN(Cc1ccccc1OC)[C@@H](C)CO2	1	2	0.5	-2	5	5	-5	-1[16.7 µM]
COc1ccc(C(C(=O)NC2CCCCC2)N(C(=O)c2snc(C(N)=O)c2N)c2ccc(OC)cc2OC)cc1 (stereo not given)	-1	-36	-0.2	-12	2	4	-18	-4
Later entries:
SMILES	ERAP1 inh	PGC1a acetyl inh	E-sel inducer	PglD inh	Cneo AK release	RAD54 branch	RAD52 inh	miR122 inh
O=C(C[C@H]1CC[C@H]2NC[C@H](O)COC[C@@H]2O1)NCCN1CCCCC1	0	11	0.1	0	-5	7	11	-4[16.7 µM]
CC(=O)Nc1c(Br)cc2c(c1Br)C(=O)c1ccccc1-2	-3	-6	0.8	nt	nt	nt	-14	4
Cc1noc(C)c1NC(=O)N[C@@H]1CC[C@H](CC(=O)N2CCN(C)CC2)O[C@@H]1CO	-2	-1	-0.2	2	1	2	-16	nt
Cc1cccc2[nH]c3c(N4CCC5(CC4)OCCO5)ncnc3c12	nt	nt	-0.2	4	0	5	nt	32
O=C(CN1C(=O)c2cccnc2Oc2ccc(Cl)cc21)NC1CCCCCC1	2	-8	nt	-6	-3	-9	-5	-2
C[C@@H]1CN([C@@H](C)CO)C(=O)c2cc(NC(=O)CCCCCC(=O)Nc3ccccc3N)ccc2O[C@@H]1CN(C)C(=O)Nc1ccc(F)cc1	0	-2	-16	nt	nt	nt	-32	nt
Cc1noc(C)c1S(=O)(=O)Nc1ccc2c(c1)CC(=O)N([C@H](C)CO)C[C@@H](C)[C@H](CN(C)Cc1ccc(-c3ccccc3)cc1)O2	2	10	2.2	nt	nt	nt	29	3[16.7 µM]
COCC(=O)N1C[C@H](C)[C@H](OC)CN(C)C(=O)c2ccc(NC(=O)Nc3ccccc3)cc2OC[C@@H]1C	1	-6	0.1	-2	-7	-11	-3	nt
CC(C)(C)c1ccc(-c2nc(N)nc(N)n2)cc1	nt	0	nt	3	-1	-5	-11	-8
O=S(=O)(NCc1ccccc1)c1ccc(Br)s1	-1	-10	nt	-2	8	-6	-22	51
CN(C)NC(=O)c1ccsc1NC(=O)c1ccc(S(=O)(=O)N2CCCC2)cc1	1	-11	-0.1	-2	2	-3	-7	4
CCCS(=O)(=O)N1CCN(c2cc3c(cc2[N+](=O)[O-])n(C)c(=O)n3C)CC1	3	13	nt	nt	nt	nt	1	-6
Cc1ccc(C)c2[nH]c(=O)c(C(c3nnnn3Cc3ccco3)N3CCc4ccccc4C3)cc12 (stereo not given)	nt	2	nt	-9	0	-9	nt	5
CSc1nnc(-c2sc3cc(C(F)(F)F)cnc3c2-c2ccccn2)n1C	nt	0	nt	-3	0	-6	nt	8
CN1C(=CC=C2C=C(I)C(=O)C(I)=C2)C(C)(C)c2ccccc21	nt	3	163*	1	3	-20	-16	8
COC(=O)Cc1nnc(Nc2cccc(C)c2)c2ccccc12	-1	nt	3.1	-2	0	-5	-13	-5
COc1ccc(NC(=O)N(C)C[C@H]2Oc3ccc(NS(=O)(=O)c4cn(C)cn4)cc3CC(=O)N([C@@H](C)CO)C[C@H]2C)cc1	1	-15	0.0	-1	-1	13	7	9[16.7 µM]
Cc1ccc(C(=O)C2=C(O)C(=O)N(c3ncccn3)C2c2ccccc2F)o1 (stereo not given)	5	0	nt	4	49	-8	-37	2
CCCCCCCCCCCCN1C/C(=C\C(=O)OCC)c2cc(C(F)(F)F)ccc2S1(=O)=O	2	nt	nt	-5	-7	-11	-31	nt
COc1ccc(CN(C)C[C@@H]2Oc3c(NS(C)(=O)=O)cccc3C(=O)N([C@@H](C)CO)C[C@H]2C)cc1	-2	3	-1.1	1	-2	-4	-14	-4[16.7 µM]

Not a retest: an excerpt of the list.
SMILES	ERAP1 inh	PGC1a acetyl inh	E-sel inducer	PglD inh	Cneo AK release	RAD54 branch	RAD52 inh	miR122 inh
COC(=O)Cc1nnc(Nc2cccc(C)c2)c2ccccc12	-1	nt	3.1	-2	0	-5	-13	-5
COc1ccc(NC(=O)N(C)C[C@H]2Oc3ccc(NS(=O)(=O)c4cn(C)cn4)cc3CC(=O)N([C@@H](C)CO)C[C@H]2C)cc1	1	-15	0.0	-1	-1	13	7	9[16.7 µM]
Cc1ccc(C(=O)C2=C(O)C(=O)N(c3ncccn3)C2c2ccccc2F)o1 (stereo not given)	5	0	nt	4	49	-8	-37	2
